Bioassay records from PubChem.
PKM2 act: activators of human pyruvate kinase M2. P14618. purified PKM2, Kinase-Glo ATP luminescence, activation; response scale: 0% is enzyme alone, no compound. Potency, µM (top dose mostly 57.5 µM), without a hit: at the top dose activation, actives largely listed as activators. 0.34% of 260,000 active. AID 1631; further: potency means the concentration at half of the fitted maximal effect; on the % scale 0 is the no-effect control and ±100 the full control effect; nearly all actives have a fitted effect of over 55% in size
Target sequence (P14618 whole entry, looked up): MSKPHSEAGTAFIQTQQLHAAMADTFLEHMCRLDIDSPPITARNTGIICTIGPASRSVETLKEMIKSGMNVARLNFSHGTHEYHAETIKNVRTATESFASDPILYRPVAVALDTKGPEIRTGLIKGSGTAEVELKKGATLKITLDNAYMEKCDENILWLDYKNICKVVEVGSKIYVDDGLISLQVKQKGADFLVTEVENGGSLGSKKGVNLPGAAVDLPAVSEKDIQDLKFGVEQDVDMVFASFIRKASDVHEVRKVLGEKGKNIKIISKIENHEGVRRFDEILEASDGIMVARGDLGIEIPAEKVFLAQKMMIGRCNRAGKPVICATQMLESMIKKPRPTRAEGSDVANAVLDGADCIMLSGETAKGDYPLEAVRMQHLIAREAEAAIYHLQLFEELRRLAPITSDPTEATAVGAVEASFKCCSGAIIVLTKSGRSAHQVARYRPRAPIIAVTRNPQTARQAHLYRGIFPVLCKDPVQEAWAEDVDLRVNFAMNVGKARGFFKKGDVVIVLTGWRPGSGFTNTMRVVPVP
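ATP formation by purified human PK-M2, quantified via coupled luciferase luminescence after 1 h at room temperature with 0.1 mM ADP and 0.5 mM PEP final.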
FBPA coupling cs: counter-screen for Giardia aldolase inhibitors: coupling enzyme system | coupling enzyme system counterscreen, AmpLite Red fluorescence | activity change, negative = inhibition, % at 58.2 µM, hits read low | 0.67% of 290,000 active | AID 2472; in the data active means activity change below about -30%; further: on the % scale 0 is the no-effect control and ±100 the full control effect
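Fluorescence at 525 nm excitation and 598 nm emission measured inhibition of the coupled detection system without aldolase. Compounds (at 57.5 uM final) were preincubated 10 min at room temperature with coupling enzyme reagent before a 20 min substrate/AmpLite Red step.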
Giardia kill: Giardia lamblia killing; Giardia lamblia trophozoite viability; activity change, % at 7.66 µM, hits read low; 0.15% of 340,000 active; in the data active means activity change below about -80%; inconclusive means between about -30% and that limit;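 further: parasites exposed to compound for two days anaerobically before the ATP read; on the % scale 0 is the no-effect control and ±100 the full control effect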
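Luminescent ATP signal served as the viability read-out, measured 15-30 min after adding ATP detection reagent to trophozoites that had been incubated with compounds for 48 hrs at 37 deg C anaerobically at 100 cells/well.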
hERG WT inh: inhibitors of human wildtype KCNH2 potassium channel | U2OS, BacMam KCNH2, thallium flux FluxOr; hits give low values | AID 720551 | 0.37% of 340,000 active | activity change, % at 1.84 µM | Q12809;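 active means maximum activity change below -70%; inconclusive means maximum activity change between -70% and -50%; inactive means maximum activity change above -50%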; further: on the % scale 0 is the no-effect control and ±100 the full control effect
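U2OS cells transduced with wild-type KCNH2 virus are loaded with FluxOr dye for 45 min, and thallium flux is measured in kinetic reads before and after stimulation buffer. Rate constants are normalized to DMSO controls.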
MLL CXXC-DNA inh: MLL CXXC-DNA interaction inhibition; 0.037% of 290,000 active; Potency, µM (top dose mostly 115 µM), for the others: top-dose activity change, negative = inhibition, usual class: inhibitors; MLL-CXXC / FITC-HOXA9 DNA fluorescence polarization; active means well fitted inhibition curve with a large enough effect in the polarisation, with a control signal flat, not every such curve was filed as active; inconclusive means small, poorly fitted or top-dose-only effect, or effect the other way, or a change in a side signal; inactive means no such curve, though single readings can be large or run the other way; the % refers to the polarisation; further: potency means the concentration at half of the fitted maximal effect
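Steps: dispense CXXC domain solution (7 uM) → pin compounds or unlabeled HOX-A9 DNA control → 5 min ambient → add FLSN-HOX-A9 solution (50 nM) → spin → 30 min ambient → fluorescence polarization. Tris pH 7.5/NaCl/DTT/BSA buffer.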
Menin MLL FP TR: inhibitors of human menin-MLL interaction, mutant MLL peptide; Potency, µM (series often up to 61.6 µM), for inactives: top-dose FP activity change, negative = inhibition, actives largely listed as inhibitors; Menin + Texas Red MLL mutant peptide, fluorescence polarization; AID 1768; 0.23% of 270,000 active; O00255; active means well fitted inhibition curve with a large enough effect in the polarisation, with a control signal flat, not every such curve was filed as active; inconclusive means small, poorly fitted or top-dose-only effect, or effect the other way, or a change in a side signal; inactive means no such curve, though single readings can be large or run the other way; the % refers to the polarisation; further: potency means the concentration at half of the fitted maximal effect; % of control where 0% means no effect; many of its hits are not listed in these tables
TRPV1 agonist: activates the human vanilloid receptor TRPV1; TRPV1-expressing cells, Fluo-8 calcium influx, agonist mode; activation, % at 8.33 µM; 0.19% of 320,000 active; AID 540275; in the data active means activation above about 80%; inconclusive means between about 30% and that limit; further: 0% is about no effect
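Fluo-8 calcium influx in TRPV1-expressing cells, kinetic read (ex 480/em 520 nm). Compound added and read 3 min for agonist activity, followed by capsaicin at EC20 final and 2 min further read for enhancement.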
KCNH2 3.1 block: inhibitors of human KCNH2 3.1 potassium channel isoform; U2OS KCNH2 3.1, thallium flux FluxOr; hits give low values; activity change, % (tested at about 1.8 µM); 0.95% of 340,000 active; AID 720553;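 active means maximum activity change below -70%; inconclusive means maximum activity change from -70% to -50%; inactive means maximum activity change above -50%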;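 further: thallium influx rate constant from kinetic fluorescence after stimulation buffer; on the % scale 0 is the no-effect control and ±100 the full control effect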
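FluxOr-based Tl+ influx in U2OS cells transduced with KCNH2 3.1 virus; rate constants normalized to DMSO controls.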
B2AR arrestin: recruits beta-arrestin to the human beta2-adrenergic receptor; beta-arrestin recruitment to beta2AR, cell-based reporter; Potency, µM (doses to about 46.1 µM), for the others: at the highest dose activation, hits mostly activators; 0.02% of 330,000 active;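 further: potency means the concentration at half of the fitted maximal effect; 0% = DMSO controls and full agonism = EC100 isoproterenol or metaproterenol; nearly all actives have a fitted effect of over 65% in size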
GALK inhibitor: galactokinase (human) inhibition | Potency, µM (highest dose often 57.5 µM), inactives show at the top dose activity change, negative = inhibition, hits mostly inhibitors | AID 1868 | P51570 | Purified GALK, Kinase-Glo residual ATP luminescence | 0.007% of 270,000 active; further: potency means the concentration at half of the fitted maximal effect; on the % scale 0 is the no-effect control and ±100 the full control effect
Target sequence (P51570 whole entry, looked up): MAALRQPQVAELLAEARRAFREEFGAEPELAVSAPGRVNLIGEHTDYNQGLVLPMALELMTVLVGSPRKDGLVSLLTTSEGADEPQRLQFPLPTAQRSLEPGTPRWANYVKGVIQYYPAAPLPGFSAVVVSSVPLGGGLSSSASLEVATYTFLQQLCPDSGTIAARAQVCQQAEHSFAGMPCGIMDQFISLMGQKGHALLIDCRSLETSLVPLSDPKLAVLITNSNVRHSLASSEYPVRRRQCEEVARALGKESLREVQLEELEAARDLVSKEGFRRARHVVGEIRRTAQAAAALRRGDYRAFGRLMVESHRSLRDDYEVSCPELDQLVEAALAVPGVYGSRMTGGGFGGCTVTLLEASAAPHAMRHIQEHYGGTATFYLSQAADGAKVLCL
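Luminescence from leftover ATP (Ultra-Glo luciferase/luciferin) served as read-out after a 1 h room-temperature reaction of 5 nM GALK with 35 uM ATP and 100 uM galactose.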
USP2a block: USP2a (human) protease inhibition; Potency, µM (doses to about 38.3 µM), for the others: at the top dose activity change, negative = inhibition, actives largely listed as inhibitors; 0.01% of 330,000 active; AID 463254; USP2 core, Ub-CHOP2 coupled fluorogenic reporter, 485/531;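 further: potency means the concentration at half of the fitted maximal effect; plate controls were DMSO wells for no effect and full inhibition by NEM control for full effect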
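Deubiquitinase activity read as fluorescence (485/531 nm) after Ub-CHOP2 cleavage activates the enterokinase reporter on its substrate; USP2 core 10nM, Ub-CHOP2 and substrate 25nM each, 30min compound preincubation then 60min RT; data normalized to NEM, curves fitted.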
Starred values were filed as active, the others as inactive; ? = inconclusive; / = not tested or not shown; [ ] = another dose, or the depositor's remark. Unless noted, the call rests on the fitted dose curve; in most records, active means well fitted curve in the direction sought with a large enough effect; inconclusive means small, poorly fitted or top-dose-only effect, or another doubt; inactive means no such curve, though single readings can be large; an effect the other way counts as inactive or inconclusive. Only part of the results is shown, so the mix of outcomes need not match the whole.

mol	PKM2 act	FBPA coupling cs	Giardia kill	hERG WT inh	MLL CXXC-DNA inh	Menin MLL FP TR	TRPV1 agonist	KCNH2 3.1 block	B2AR arrestin	GALK inhibitor	USP2a block
NNc1nc2c(-c3ccc(Cl)cc3)nnn2c2ccccc12	3%	-11	18	-13	4%	61%[activator]	2	-7	-0.2%	4%	1%
CC(C)COC(=O)Cn1cnc2ccc(Br)cc2c1=O	-1%	0	-22	-6	2%	1%	-1	0	-0.2%	-1%	-2%
O=C(Nc1ccccc1C(F)(F)F)C1CCN(C(=O)Cc2ccccc2)CC1	-1%	-1	9	-1	-1%	-2%	0	25	-0.2%	-4%	-2%
CCOC(=O)N1CCN(Cc2nc(-c3cccc(C)c3)no2)CC1	-1%	1	11	-1	-4%	5%	17	11	-0.4%	0%	1%
CSc1n[nH]c(-c2ccc(C(F)(F)F)cc2)n1	-3%	2	11	-3	21%	/	8	-21	2.5%	1%	1%
OCCN(CCO)CC(O)COCCC12CC3CC(CC(C3)C1)C2 (stereo not given)	13%	-3	1	3	-4%	/	4	38	0.0%	0%	0%
COC(=O)/C(C#N)=C1/SC=C(C)N1c1ccccc1	-21%	-5	9	4	-6%	5%	3	8	0.1%	3%	0%
COC(=O)CNC(=O)COC(=O)Cc1ccc(Cl)cc1	-2%	-2	8	-37	1%	5%	-2	5	-0.7%	5%	4%
CCCCNC(=S)NNC(=O)c1cc(C)on1	-4%	1	-8	-22	-10%	-28%	-2	-8	0.3%	-1%	10%
O=C(O)COc1ccc(C(NC(=O)c2c(F)cccc2F)NC(=O)c2c(F)cccc2F)cc1	/	-1	8	6	7%	-13%	-7	5	-0.8%	-3%	-10%
CC(=O)N1CCc2cc(Br)cc(S(=O)(=O)N3CCCCC3)c21	2%	-1	7	-32	1%	-25%	0	-20	-1.2%	-6%	-1%
CCOc1ccc(C(=O)NCC(=O)OCC(=O)N2CCCC2)cc1	-1%	2	7	3	-1%	-6%	2	4	-0.1%	3%	1%
COc1ccc(CNC(=O)CN(C(=O)CCC(=O)Nc2ccccn2)c2cc(C)ccc2C)cc1	/	2	-8	-4	-10%	5%	0	6	-1.4%	3%	3%
Cc1ccc(/C=C2/SC(=S)N(CC(=O)Nc3ncc(Cc4ccc(C)cc4)s3)C2=O)cc1	-1%	2	-13	-19	33%[activator]	?	-1	9	2.7%	6%	-1%
O=C(O)[C@H](Cc1ccccc1)NC(=O)C(c1ccccc1)(c1ccccc1)c1ccccc1	0%	8	8	3	0%	0%	9	-6	-0.3%	-1%	-1%

The list continues:
mol	PKM2 act	FBPA coupling cs	Giardia kill	hERG WT inh	MLL CXXC-DNA inh	Menin MLL FP TR	TRPV1 agonist	KCNH2 3.1 block	B2AR arrestin	GALK inhibitor	USP2a block
O=C(/C=C/c1ccc(S(=O)(=O)N2CCOCC2)cc1)N1CCN(c2ccccc2)CC1	1%	2	17	-3	10%	3%	20	12	-0.1%	0%	1%
CCOC(=O)CSc1cc(CS(=O)(=O)c2ccccc2)nc(-c2ccccc2)n1	-3%	-1	2	-25	-11%	7%	?	2	0.1%	-2%	2%
COc1ccc(NC(=O)CSc2nc3ccccc3c(=O)n2CCCN2CCCCC2)c(OC)c1	8%	1	1	44	3%	-15%	-1	-1	-0.7%	1%	4%
COc1ccc(C2CC(=O)C3=C(C2)Nc2ccccc2N(C(C)=O)C3c2ccco2)cc1 (stereo not given)	-5%	-1	-12	-15	1%	-7%	0	14	0.5%	3%	2%
O=C(COC(=O)c1cccc(Br)c1)NCCc1ccc(F)cc1	1%	2	3	2	-2%	20%	-3	31	-3.8%	2%	0%
CN(C(=O)COc1cc(=O)n(C)c2ccccc12)c1ccc(Br)cc1	6%	3	-22	-4	15%	-23%	0	-1	-0.4%	0%	0%
CN(CC(O)COC(c1ccccc1)c1ccccc1)C1CCCCC1 (stereo not given)	1%	0	10	10	11%	?	4	-49	0.1%	1%	6%
Cc1cc(=O)oc2cc(OCC(O)Cn3ccnc3)ccc12 (stereo not given)	-3%	1	5	9	-1%	0%	1	-4	-0.6%	0%	1%
CC(C)C(=O)Nc1cccc(NC(=O)c2cccc([N+](=O)[O-])c2)c1	4%	-1	11	9	0%	41%[activator]	-5	-5	-0.1%	-4%	2%
CC(C)(C)C1CCc2onc(C(=O)O)c2C1 (stereo not given)	0%	7	0	-5	0%	-6%	-2	-2	-0.1%	-2%	6%
CC(C)CCOc1ccc(C(=O)CCNC(C)C(=O)O)cc1 (stereo not given)	-2%	2	/	/	-2%	7%	1	/	-0.8%	-2%	2%
O=C(NCc1ccccc1)C(c1ccccc1)N(C(=O)c1csnn1)c1ccc(F)cc1 (stereo not given)	/	0	4	3	22%	3%	4	-3	0.1%	3%	4%
Cc1c(Br)c([N+](=O)[O-])nn1C(C)C(=O)NCc1ccco1 (stereo not given)	5%	1	-20	1	1%	6%	2	8	-0.2%	1%	2%
Cc1ccc(CNS(=O)(=O)c2ccc(F)c(F)c2)n1C	/	0	-4	-4	38%[activator]	-1%	-2	1	-0.5%	-2%	0%
Cc1ccc(S(=O)(=O)N2CCCC2C(=O)O)s1 (stereo not given)	7%	2	3	-6	-3%	10%	-1	6	0.0%	0%	1%

(list continues)
mol	PKM2 act	FBPA coupling cs	Giardia kill	hERG WT inh	MLL CXXC-DNA inh	Menin MLL FP TR	TRPV1 agonist	KCNH2 3.1 block	B2AR arrestin	GALK inhibitor	USP2a block
CCOc1ccc(CCN2C(=O)C3C4C=CC(C4)C3C2=O)cc1OCC (stereo not given)	-3%	0	-10	-8	0%	0%	-3	-3	-0.8%	0%	-1%
COCCNC(=O)c1cccc(S(=O)(=O)N2CC3(C)CC2CC(C)(C)C3)c1 (stereo not given)	/	/	-18	-3	/	/	-3	-22	0.1%	/	-1%
COc1ccccc1NC(=O)Cn1nnc2sc3c(c2c1=O)CC(C)(C)OC3	1%	1	21	1	-2%	/	8	-7	0.2%	-1%	1%
O=C(CCCN=C1NS(=O)(=O)c2ccccc21)OCc1ccccc1	/	/	-1	-8	/	/	16	0	0.1%	/	0%
CC(C)C(NS(=O)(=O)c1ccccc1F)C(=O)OCC(=O)NCc1ccco1 (stereo not given)	/	/	-7	-4	/	/	-2	9	-0.4%	/	-1%
COc1cccc(NC(=O)c2cc(-c3cccnc3)nc3c(Cl)cccc23)c1	1%	1	-7	40	17%	25%	2	12	-2.0%	3%	0%
Cc1ccc2nc(SCC(=O)Nc3cccc(S(N)(=O)=O)c3)[nH]c2c1	17%	-9	26	-1	-3%	/	-4	6	-0.3%	2%	-1%
COc1ccc(CCNC(=O)CSc2nnnn2-c2ccc(OC)c(OC)c2)cc1OC	2%	4	6	7	4%	-11%	7	7	-1.4%	-4%	5%
Cc1cc(C(=O)CN2C(=O)C(=O)N(C)C2=O)c(C)n1-c1cccc(S(=O)(=O)N2CCOCC2)c1	0%	-3	-13	7	1%	/	-6	-14	-0.4%	1%	-3%
CCOc1ccc(C(C)=O)cc1Cn1nc(C(=O)O)c2ccccc2c1=O	-1%	-2	8	9	4%	10%	0	-12	-1.0%	6%	0%
CCN(CC)C(=S)Nc1c(C)n(C)n(-c2ccccc2)c1=O	0%	0	-5	2	5%	3%	3	8	0.0%	-1%	1%
CCN1CCN(CCC(=O)Nc2cc(OC)cc(OC)c2)CC1	1%	-1	4	7	4%	?	6	3	-0.9%	-2%	1%
CN1C(=O)C(O)(C2CCCCCC2=O)c2ccccc21 (stereo not given)	0%	-2	44[activator]	7	5%	14%	-1	2	0.3%	-1%	1%
O=C(CNc1cccc(F)c1)Nc1cccc(S(=O)(=O)N2CCCCC2)c1	/	/	-4	1	/	/	-2	0	-2.3%	/	0%
COc1ccc(/C=C/C(=O)Nc2ccc(C34CC5CC(CC(O)(C5)C3)C4)cc2)cc1OC	0%	0	-21	/	3%	10%	-1	-1	0.0%	1%	-10%
Cc1cccc(N2CC(C(=O)Nc3ccccc3N3CCCC3)CC2=O)c1C (stereo not given)	/	/	4	1	/	/	2	7	0.3%	/	0%
COc1cccc(/C=C2\SC(=S)N(CCC(=O)N3CCCCC3CCO)C2=O)c1 (stereo not given)	1%[0.46 µM]	-1	49[activator]	2	11%	-5%	1	1	-0.1%	2%	-8%

Quoted at random: 3 compounds from above
mol	PKM2 act	FBPA coupling cs	Giardia kill	hERG WT inh	MLL CXXC-DNA inh	Menin MLL FP TR	TRPV1 agonist	KCNH2 3.1 block	B2AR arrestin	GALK inhibitor	USP2a block
Cc1ccc2nc(SCC(=O)Nc3cccc(S(N)(=O)=O)c3)[nH]c2c1	17%	-9	26	-1	-3%	/	-4	6	-0.3%	2%	-1%
CCN1CCN(CCC(=O)Nc2cc(OC)cc(OC)c2)CC1	1%	-1	4	7	4%	?	6	3	-0.9%	-2%	1%
COc1cccc(NC(=O)c2cc(-c3cccnc3)nc3c(Cl)cccc23)c1	1%	1	-7	40	17%	25%	2	12	-2.0%	3%	0%
